# Assay outcomes (PubChem BioAssay)
# AmpC no deterg – qHTS Inhibitors of AmpC Beta-Lactamase (assay without detergent); AmpC nitrocefin hydrolysis, absorbance 480 nm, 0.0001% Triton; Potency, µM (series often up to 57.1 µM), without a hit: at the top dose activity change, negative = inhibition, actives largely listed as inhibitors; 330,000 compounds, 0.52% hits; AID 485341, 2010;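 further: potency means the concentration at half of the fitted maximal effect; plate controls were no compound for no effect and no enzyme for full effect; nearly all actives have a fitted effect of over 20% in size; some results filed as inactive show a strong effect at the top dose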
# Target sequence (P00811 whole entry, looked up): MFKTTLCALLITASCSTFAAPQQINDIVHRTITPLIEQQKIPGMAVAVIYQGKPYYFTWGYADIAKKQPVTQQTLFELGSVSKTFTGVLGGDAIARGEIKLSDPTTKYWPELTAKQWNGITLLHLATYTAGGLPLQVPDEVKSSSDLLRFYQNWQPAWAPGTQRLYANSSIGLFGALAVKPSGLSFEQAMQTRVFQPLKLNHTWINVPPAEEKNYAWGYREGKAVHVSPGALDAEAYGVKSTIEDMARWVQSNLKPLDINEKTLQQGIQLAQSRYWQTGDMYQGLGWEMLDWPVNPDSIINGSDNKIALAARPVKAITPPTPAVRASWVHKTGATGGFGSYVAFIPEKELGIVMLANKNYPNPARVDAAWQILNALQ
#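 20 mM phosphate pH 7.0 + 0.01% (detergent screen) or 0.0001% Triton X-100; 5.3 nM AmpC reagent; cpd preinc 15 min RT; nitrocefin (800 uM stock) to start; A480 q20 s × 4 min; Activity was normalised to no-enzyme and no-compound control wells.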
# LmPK inh – qHTS Assay for Inhibitors of Leishmania Mexicana Pyruvate Kinase (LmPK); purified LmPK, Kinase-Glo ATP luminescence, 1 h; 290,000 compounds, 0.37% hits; Q27686; Potency, µM (top dose mostly 57.5 µM), for the others: at the top dose activity change, negative = inhibition, actives largely listed as inhibitors; further: potency means the concentration at half of the fitted maximal effect
# Target sequence (Q27686 whole entry, looked up): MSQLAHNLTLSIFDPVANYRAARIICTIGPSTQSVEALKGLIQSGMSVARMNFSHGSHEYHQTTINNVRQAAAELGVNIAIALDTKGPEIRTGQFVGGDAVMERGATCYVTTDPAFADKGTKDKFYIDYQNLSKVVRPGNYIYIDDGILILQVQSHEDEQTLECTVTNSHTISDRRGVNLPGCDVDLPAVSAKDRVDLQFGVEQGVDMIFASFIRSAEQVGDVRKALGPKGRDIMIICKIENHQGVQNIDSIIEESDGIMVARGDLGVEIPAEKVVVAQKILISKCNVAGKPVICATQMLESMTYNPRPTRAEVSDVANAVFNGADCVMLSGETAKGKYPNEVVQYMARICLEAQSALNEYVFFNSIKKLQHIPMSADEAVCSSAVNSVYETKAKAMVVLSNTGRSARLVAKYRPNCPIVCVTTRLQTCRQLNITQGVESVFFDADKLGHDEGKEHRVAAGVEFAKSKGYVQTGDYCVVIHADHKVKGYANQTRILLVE
#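 Purified LmPK (0.1 nM) with 0.5 mM PEP and 0.1 mM ADP in imidazole buffer pH 7.2 with MgCl2/KCl, 1 h at room temperature. ATP formed was read by luciferase luminescence and normalized to no-enzyme and uninhibited controls.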
# HCMV inh – qHTS Assay for inhibitors of the human cytomegalovirus (HCMV); activity change, negative = inhibition, % at 57.5 µM; HFF cells, HCMV-luciferase reporter, 72 h; stronger effect = lower value; AID 1259415, 2018; 410,000 compounds, 4.5% hits; in the data active means activity change below about -60%; inconclusive means no clear call, values can overlap the other calls; inactive means above about -39%
#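 Screen run at 2 compound doses on HFFs infected with reporter HCMV, MOI 1 PFU/cell. Luciferase activity from cell lysates at 72 h post infection gave inhibition relative to buffer-only and Salinomycin wells.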
# Sm TGR inh – qHTS Assay for the Inhibitors of Schistosoma Mansoni Peroxiredoxins; purified TGR, DTNB reduction, TNB absorbance 405 nm; Schistosoma mansoni thioredoxin glutathione reductase (TGR), Q962Y6; 360,000 compounds, 3% hits; Potency, µM (top dose mostly 114 µM), for the others: top-dose activity change, negative = inhibition, actives largely listed as inhibitors; AID 485364, 2010; further: potency means the concentration at half of the fitted maximal effect; nearly all actives have a fitted effect of over 60% in size
#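 First, TGR (20 nM dispensed) and NADPH were mixed with compound. Second, a 15 min room-temperature incubation followed. Third, further NADPH and then DTNB were added to start the reaction. Finally, TNB absorbance was monitored kinetically.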
# AMA1-RON2 inh – qHTS for Inhibitors of AMA1-RON; Towards Development of Antimalarial Drug Lead: Primary Screen; Potency, µM (top dose mostly 58.2 µM), for inactives: at the top dose activity change, negative = inhibition, actives largely listed as inhibitors; AID 720542, 2013; Plasmodium falciparum AMA1 (3D7) - RON2 peptide interaction; AlphaScreen AMA1-biotinylated RON2 peptide binding; 360,000 compounds, 0.2% hits;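 further: potency means the concentration at half of the fitted maximal effect; 0% = vehicle wells and -100% = peptide control; nearly all actives have a fitted effect of over 45% in size; some results filed as inactive show a strong effect at the top dose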
#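 AMA1 (3D7) with his tag at 25 nM final met compounds first, then biotinylated RON2 peptide at 25 nM; detection used donor plus acceptor beads, 10 µg/mL apiece, read by AlphaScreen after 30 min at room temperature.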
# AmpC detergent – qHTS Inhibitors of AmpC Beta-Lactamase (assay with detergent); P00811; AmpC hydrolysis of nitrocefin, absorbance 480 nm, 0.01% Triton; Potency, µM (series often up to 114 µM), for the others: at the top dose activity change, negative = inhibition, hits mostly inhibitors; 370,000 compounds, 0.041% hits; AID 485294, 2010;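 further: potency means the concentration at half of the fitted maximal effect; 0% = no-compound wells and -100% = no-enzyme wells; nearly all actives have a fitted effect of over 25% in size; some results filed as inactive show a strong effect at the top dose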
#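 AmpC (5.3 nM in the dispensed reagent) in 20 mM phosphate pH 7.0 with 0.01% (detergent screen) or 0.0001% Triton X-100 was preincubated with compounds for 15 min at room temperature. Nitrocefin was then added from an 800 uM solution, and hydrolysis was followed at 480 nm.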
# TbPYK inhibitor – qHTS of Trypanosoma Brucei Inhibitors. pyruvate kinase (Trypanosoma brucei), Q57TT1. TbPYK enzyme, Kinase-Glo Plus ATP luminescence, 45 min. Potency, µM (top dose mostly 76.8 µM), without a hit: at the highest dose activity, negative = inhibition, usual class: inhibitors. 410,000 compounds, 0.12% hits; further: potency means the concentration at half of the fitted maximal effect; nearly all actives have a fitted effect of over 50% in size
#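 Readout: single end-point luminescence (Kinase-Glo Plus, 10 min). Reaction conditions were TbPYK/substrate plus 130 uM ADP, 45 min at RT, pH 7.2 TEA buffer. No-enzyme wells served as controls, and data were normalized before concentration-response fitting.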
# Starred values were filed as active, the others as inactive; ? = inconclusive; / = not tested or not shown; & = joins results of further samples; [ ] = dose if it differs, or a comment. Unless noted, the call rests on the fitted dose curve; in most records, active means well fitted curve in the direction sought with a large enough effect; inconclusive means small, poorly fitted or top-dose-only effect, or another doubt; inactive means no such curve, though single readings can be large; an effect the other way counts as inactive or inconclusive. Unless noted, on the % scale 0 is the no-effect control and ±100 the full control effect.
structure | AMA1-RON2 inh | AmpC detergent | HCMV inh | Sm TGR inh | LmPK inh | TbPYK inhibitor | AmpC no deterg
Cc1cnc(C(=O)Nc2nnc(C(C)C)s2)cn1 | 18.8% | -1.0% | 61.2 | -0.3% | -2.3% | 1.0% | -6.5%
O=C(CN1CCCCC1)N=Nc1c(O)[nH]c2ccccc12 | 106.9%[activator] | 2.2% | 41.0 | -2.8% | 3.0% | -4.9% | -9.1%
C#CCOCCOCCOCCNc1nc(N2CCN(C(=O)[C@H](CCCCN)n3cc([C@@H](N)CO)nn3)CC2)nc(N2CCN(C(=O)[C@H](CCCCN)n3cc([C@@H](N)CC(C)C)nn3)CC2)n1 | 0.0% | / | -25.4 | / | / | -1.6% | 43.5%
CC(O)c1cccc(NC(=O)Cc2cccc3ccccc23)c1 (stereo not given) | / | 0.3% | / | 0.0% | 7.2% | / | -23.4%
CC(SC(C)C(=O)NN=Cc1cccc(Cl)c1)C(=O)NN=Cc1cccc(Cl)c1 (stereo not given) | 2.0% | / | -2.6 | / | / | 2.9% | /
Cc1ccc(N(CC(=O)NCc2ccc3c(c2)OCO3)C(=O)c2csnn2)cc1 | 10.8% | -10.4% | 7.2 | -1.5% | -0.2% | 1.4% | -17.1%
CCC(CC)C(=O)NCc1ccccc1OC | 5.9% | ? | 15.4 | 7.8% | -7.2% | 9.3% | -6.6%
Cc1cc2oc(C(=O)Nc3ccc(S(=O)(=O)Nc4ncccn4)cc3)c(C)c2cc1Cl | -11.1% | -13.5% | 15.3 | 1.1% | -5.1% | -0.2% | -5.4%
CCOC(=O)Nc1ccc(S(=O)(=O)N2CCC(C)CC2)cc1 | -3.9% | -7.8% | -17.0 | -7.3% | 1.4% | 8.1% | 0.5%[2.29 µM]
CSc1ccc(-c2nc(CSCC(=O)N3CCOCC3)c(C)o2)cc1 | 0.6% | -8.4% | -74.2* | 7.7% | -5.2% | -12.6% | 131.6%[activator]
Brc1ccc2c(c1)CNc1c(ncnc1N1CCOCC1)O2 | -0.2% | ? | 68.4 | 8.2% | 1.4% | 3.3% | 8.0%
O=Cc1ccc2noc(-c3ccc(F)cc3)c2c1 | -8.6% | -4.8% | -21.1 | ? | 9.8% | -2.8% | -24.3%
COc1cc(Cl)c(C)cc1NC(=O)c1ccccc1NC(=O)CN1CCN(C(C)=O)CC1 | 1.6% | / | 55.4 | / | / | -7.0% | /
CCSc1nc(-c2ccc(OC)cc2)n(-c2nc3ccccc3s2)n1 | 25.0% | 0.5% | 40.5 | -8.2% | 0.6% | -9.0% | -13.4%
CSc1nc(N)nc2c1ncn2C1OC(CO)C(O)C1O (stereo not given) | -4.7% | / | 35.1 | / | / | 3.3% | /
CC(=O)c1ccc(NC(=O)CN2C(=O)NC3(CCCc4ccccc43)C2=O)cc1 (stereo not given) | -6.9% | / | 0.0 | / | / | 6.5% | -39.8%
Cc1ccsc1/C=N/N1CCOCC1 | -11.6% | 4.7% | 27.0 | 3.3% | -5.0% | -11.4% | -16.2%
O=C(c1cc(Cl)nc2ccccc12)N1CCCCC1 | -0.2% | -14.4% | 75.8 | -1.8% | 4.0% | 6.5% | -14.0%
COc1cccc(-n2nnc3c(=O)n(Cc4ccccc4Cl)cnc32)c1 | 6.5% | -1.3% | 1.9 | -14.6% | 2.0% | -1.8% | -16.6%
Cc1nc(SC(C)C(=O)NC2CCCC2)c2ccccc2n1 (stereo not given) | -3.0% | -1.1% | -6.6 | -10.6% | / | 2.6% | -6.0%
COCCn1c(SCC(=O)N2CCOCC2)nnc1-c1ccncc1 | 2.5% | -0.4% | -6.0 | 2.6% | 5.0% | -2.6% | 1.2%
COc1cc(/C=N/NC(=O)c2cncc(Br)c2)ccc1OC(=O)c1ccc2c(c1)OCO2 | / | 3.2% | / | 10.2% | 4.6% | / | -20.8%
COc1cccc(OCC(=O)NCC2CCCO2)c1 (stereo not given) | -4.5% | / | -5.0 | / | / | -0.9% | -11.1%
O=C(Nc1ccccn1)c1ccc(Cl)c([N+](=O)[O-])c1 | -9.5% | -7.3% | 44.7 | -1.2% | -4.3% | -3.5% | -2.3%
Cc1cccc(Cn2nnc3c2C(=O)c2ccccc2C3=O)c1 | -14.4% | 4.4% | -100.3* | -21.3% | -5.5% | / | -17.3%
CCc1nn(CC(=O)NCc2ccc(OC)c(OC)c2)c(=O)c2cc3sc(C)cc3n12 | / | -0.1% | 36.9 | -7.1% | / | -2.5% | /
Cc1noc(NS(=O)(=O)c2ccc(NC(=O)/C=C/c3ccc(Cl)cc3Cl)cc2)c1C | -0.6% | / | 2.2 | / | / | -13.0% | /
Cc1ccc(N2CC(C(=O)Nc3ccc(S(=O)(=O)NCC4CCCO4)cc3)CC2=O)cc1C (stereo not given) | 0.8% | ? | 2.7 | -4.2% | 0.6% | 9.7% | 25.9%
COc1ccc(CNC(=O)CSCc2cccc(Cl)c2)cc1 | -1.8% | -5.4% | 8.4 | 0.1% | 0.6% | -6.5% | -14.9%
Cc1sc2nc(C3CC3)nc(SCC(=O)N3c4ccccc4CC3C)c2c1C (stereo not given) | 10.4% | -8.0% | / | 8.5% | -0.6% | -4.3% | -22.9%
N#Cc1cnc(SCC(=O)N2CCCC2)nc1N | -3.8% | -0.9% | 20.5 | -25.4% | 1.9% | -0.8% | -12.6%
COc1ccc(NC(=O)c2ccccc2Sc2ccc(NC(C)=O)nc2)cc1 | -11.0% | -13.4% | -38.7 | -0.7% | -3.1% | -3.2% | -24.7%
NC(=O)CSc1oc(-c2ccco2)nc1S(=O)(=O)c1ccccc1 | -5.0% | ? | -4.0 | ? | -1.8% | -6.5% | 1.4%
COc1cc(C)c(S(=O)(=O)Nc2cccc(-c3ccc(N4CCCC4)nn3)c2)cc1C | / | 4.9% | 13.3 | -7.4% | / | -9.6% | /
O=C(O)c1c(N2CCCCC2)ccc([N+](=O)[O-])c1N1CCCCC1 | -11.2% | 7.3% | 30.6 | -0.6% | -0.7% | 1.4% | -11.9%
CCc1nc2ccc(C(=O)N3CCN(C)CC3)cn2c1N(C)CCCc1ccccc1 | -5.2% | / | -1.1 | / | / | -0.2% | /
Cc1ccc(S(=O)(=O)c2nc(-c3ccc(Cl)cc3)oc2N2CCCCCC2)cc1 | / | -2.4% | -16.0 | 39.8µM* | / | 9.9% | /
O=C(COC(=O)c1cc2ccccc2cc1O)Nc1ccccc1F | -28.7% | / | 0.0 | / | / | 0.4% | -46.6%
O=C(NCC1(c2ccccc2)CCOCC1)c1cccs1 | -8.5% | 4.1% | -19.8 | 0.8% | 0.0% | 2.9% | -4.1%
Cc1ccc(Cn2cccc2/C=C2/C(=N)N3C=CSC3=NC2=O)cc1 | 58.2%[activator] | -11.0% | 28.6 | -6.9% | 2.2% | -4.5% | -28.7%
O=C(/C=C/c1ccc2c(c1)OCO2)N1CCCCC1 | -8.0% | ? | 30.4 | -0.1% | -0.4% | 0.5% | -10.4%
Cc1sc2ncn(CC(=O)NCCCN3CC(C)CC(C)C3)c(=O)c2c1S(=O)(=O)N1CC(C)CC(C)C1 (stereo not given) | -10.8% | -8.0% | -13.2 | -1.2% | -2.8% | -0.5% | 17.8%
CCCCN1CCN=C1N(C)C | 0.3% | -12.1% | -14.4 | 1.4% | / | -4.1% | -13.3%
Cc1cccc(/C=N/NC(=O)c2ccc(NC(=O)c3ccccc3C)cc2)n1 | 41.0%[activator] | ? | -15.0 | -6.5% | -0.7% | 1.5% | -58.4%
CCOC(=O)c1c(C)[nH]c(C)c1S(=O)(=O)N1CCC(c2ccccc2)C1 (stereo not given) | -7.5% | -0.3% | 14.4 | -3.7% | 4.7% | 8.8% | -15.7%
O=C(O)CN(c1ccccc1)C1SC(=O)NC1=O (stereo not given) | -0.3% | 5.8% | -31.4 | 3.8% | -4.4% | -21.5% | /
Cc1cc(Br)ccc1NC(=O)CCCOc1cc(=O)n(C)c2ccccc12 | -22.5% | / | 45.0 | / | / | -0.5% | /
Cc1ccc(-n2nc3c(c2NC(=O)c2cc4ccccc4o2)CS(=O)(=O)C3)cc1 | 7.8% | 4.0% | 8.0 | 6.7% | -3.9% | -3.6% | -21.7%
CC(C)N1C(=O)C2C(C(=O)NC3CCCCC3)C3C=CC2(O3)C1C(=O)NC1CCCC1 (stereo not given) | 0.0% | -7.9% | 27.8 | -0.4% | 8.1% | 5.3% | -17.3%
CCCN(CC(=O)Nc1ccccc1OC)C(=O)CSC(=S)N1CCCC1 | -5.3% | -1.0% | -27.5 | 5.3% | / | 3.1% | 39.3%
Cc1ccc(Cc2c(C)nc3nc(SCC(=O)NCCC(C)C)nn3c2C)cc1 | / | ? | -9.6 | -6.9% | / | 1.3% | /
CCn1c(COc2cccc(OC)c2)nnc1SCC(=O)Nc1cccc(OC)c1 | 1.4% | 0.7% | 3.1 | -22.0% | 2.3% | -0.2% | 7.1%
CN(C)N1C(N)=C(C#N)C(c2ccc(Br)cc2)C2=C1CC(C)(C)CC2=O (stereo not given) | -1.9% | 0.6% | 46.3 | 0.0% | 2.8% | 4.6% | -18.8%
COCCCNC(=O)CCC(=O)NNc1nc2ccccc2c2nc(-c3ccccc3)nn12 | 85.3%[activator] | -9.8%&-8.5% | 26.9&19.5 | -8.9%&-7.9% | 2.1% | -1.2%&4.9% | 237.4%[activator]
CC(=O)C(Sc1ccc2nnc(-c3ccc(C)cc3)n2n1)C(C)=O | 69.7%[activator] | -11.5% | -3.2 | -2.7% | 2.2% | -7.9% | 102.8%[activator]
COc1ccccc1OC(=O)c1ccc(C)c(S(=O)(=O)N2CCOCC2)c1 | -8.4% | 2.0% | 2.6 | 5.1% | 1.0% | 4.6% | 87.7%[activator]
CCOC(=O)c1c(NC(=O)CSc2nnc3c(n2)[nH]c2ccccc23)sc2c1CCN(C)C2 | 2.2% | / | 16.5 | / | / | -5.8% | /
